VHR inh color = blocks the human dual specificity phosphatase VHR1; P51452; recombinant VHR phosphatase, colorimetric substrate read-out; inhibition, % at 20 µM; 50,000 tested, 0.7% active; AID 1992; in the data active = inhibition above about 60%; also: some results filed as inactive read as strong as hits
Target sequence (P51452 whole entry, looked up): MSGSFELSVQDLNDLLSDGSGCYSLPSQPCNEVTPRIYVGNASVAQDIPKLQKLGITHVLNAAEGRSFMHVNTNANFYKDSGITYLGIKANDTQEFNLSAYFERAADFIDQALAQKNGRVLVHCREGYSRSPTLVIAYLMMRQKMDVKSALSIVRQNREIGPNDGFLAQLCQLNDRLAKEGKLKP
* marks the source's active call; other numbers are inactive results. An excerpt; the hit share may differ from the screen's.

SMILES	VHR inh color
Cc1cc(-n2c(C)cc(C=O)c2C)ccc1Br	0
Oc1cccc(/C=N/Nc2nncc(-c3ccccc3)n2)c1	-7
COC(=O)c1ccc(N2C(=O)c3ccc(C(=O)c4ccc5c(c4)C(=O)N(c4ccc(C(=O)OC)cc4)C5=O)cc3C2=O)cc1	5
CC(C)(C)c1ccccc1OCCCCCCN1CCOCC1	0
O=C1CSC(=S)N1/N=C/c1ccccc1OS(=O)(=O)c1ccccc1	-13
CCONC(=Nc1ccccc1OC)c1nonc1N	98
O=C(Nc1ccc(OCc2ccccc2)cc1)C(c1ccccc1)c1ccccc1	-4
Cc1ccc(NC(=O)CN(c2cc(Cl)cc(Cl)c2)S(C)(=O)=O)cc1	-23
CCc1nnc(N/N=C/c2c(Cl)cccc2Cl)n1N	-21
O=C(N1CCN(Cc2ccccc2)CC1)C(Cl)(Cl)Cl	102
CC(=O)NCCN=Cc1cc2n(c1O)-c1ccccc1C2=O	13
CCN(CC)COc1ccc2occ(C(=O)c3cc(OC)ccc3OC)c2c1	-19
N#Cc1cc(C#N)c(SCC(=O)c2ccccc2)nc1N	-15
COC(=O)C1=C(C)N(Cc2ccc(OC)cc2)C(=O)/C1=C\c1ccc([N+](=O)[O-])cc1	44
CS(=O)(=O)N(Cc1ccc(Cl)cc1)c1ccc(C(=O)Nc2ccc(Cl)cc2)cc1	-68
COc1cccc(OC)c1C(=O)NNC(=O)c1ccc(Cl)cc1	6
Cc1nccn1S(=O)(=O)c1ccc2ccccc2c1	-2
CCc1cc2c(=O)c(-c3nc4ccccc4s3)coc2c(CN(C)C)c1O	4
COc1ccc(/C=C(/NC(=O)c2ccco2)C(=O)Nc2ccc(C(C)=O)cc2)cc1	3
COC(=O)c1c(C)oc2ccc(OCc3ccccc3Br)cc12	-20
COC(=O)C1=C(C)NC2=C(C(=O)c3ccccc32)C1c1ccc(-c2ccc([N+](=O)[O-])cc2OC)o1 (centres undefined)	-9
Cc1ccc(Cl)cc1NC(=O)c1ccccc1N(Cc1ccccc1)S(=O)(=O)c1ccccc1	-26
O=C1NC(=S)NC(=O)C1=Cc1cn(CCOc2ccc(Br)cc2)c2ccccc12	4
CC(C)C(=O)NCCN1CCOCC1	-13
Cc1ccc(NC(=O)/C(=C/c2ccccc2Cl)NC(=O)c2ccc(C)cc2)cc1	-6
COC(=O)C(=O)c1c[nH]c2ccccc12	-32
CCCc1nc2ccccc2n1CC(O)COc1ccc([N+](=O)[O-])cc1 (centres undefined)	0
COc1ccc(N=Cc2c(O)n(-c3cc(OC)ccc3OC)c(=O)[nH]c2=O)cc1	11
CC1CN(C(=O)c2cc(-c3ccccc3)nc3ccccc23)CC(C)O1 (centres undefined)	8
O=C(CCNc1ccc(Cc2ccncc2)cc1)c1cccc([N+](=O)[O-])c1	-8
Cc1sc(NC(=O)CC(c2ccccc2)c2ccccc2)c(C(N)=O)c1C	-31
CC(C)Oc1ccc(C2C3=C(CC(C)(C)CC3=O)Nc3ccccc3N2C(=O)Cc2ccccc2)cc1 (centres undefined)	-2
CCOC(=O)c1c(NC(=O)CCCOc2ccc(Cl)cc2Cl)sc(C)c1C	-20
COc1cc(NC(=O)COc2ccc(C)c(C)c2)c(OC)cc1Cl	3
CCC(C)NC(=O)c1ccc(CN(c2ccc(C)c(C)c2)S(C)(=O)=O)cc1 (centres undefined)	10
COCCOC(=O)C1CN1C(C)C(=O)OC (centres undefined)	-5
O=C(CN(c1ccc(F)cc1)S(=O)(=O)c1ccccc1)N1CCCCCC1	-8
C/C(=N\NC(=O)c1[nH]nc2c1CCc1ccccc1-2)c1ccccc1O	-2
CCOc1c(C=C(C#N)C#N)c2ccccc2n1CC	-5
Cn1c(=O)c2c(nc3n2CC(=O)N3c2cccc(Cl)c2)n(C)c1=O	0

The list goes on; it opens with the seven that closed the last part.
SMILES	VHR inh color
COc1cc(NC(=O)COc2ccc(C)c(C)c2)c(OC)cc1Cl	3
CCC(C)NC(=O)c1ccc(CN(c2ccc(C)c(C)c2)S(C)(=O)=O)cc1 (centres undefined)	10
COCCOC(=O)C1CN1C(C)C(=O)OC (centres undefined)	-5
O=C(CN(c1ccc(F)cc1)S(=O)(=O)c1ccccc1)N1CCCCCC1	-8
C/C(=N\NC(=O)c1[nH]nc2c1CCc1ccccc1-2)c1ccccc1O	-2
CCOc1c(C=C(C#N)C#N)c2ccccc2n1CC	-5
Cn1c(=O)c2c(nc3n2CC(=O)N3c2cccc(Cl)c2)n(C)c1=O	0
COc1cc(OC)c(OC)cc1/C=N/NC(=O)CSc1nc2ccccc2[nH]1	-10
COc1ccc(C=C2C(=O)NC(=O)N(c3cccc(OC)c3)C2=O)cc1	-4
COc1cccc(NC(=O)/C(=C\c2cccc(Br)c2)NC(=O)c2ccccc2)c1	-14
COc1cc(C(=O)Nc2c(C)cc(C)c(NC(=O)c3cc(OC)c(OC)c(OC)c3)c2C)cc(OC)c1OC	-30
O=C(CSc1nc2sc3c(c2c(=O)[nH]1)CCCC3)N1CCCCC1	0
COC(=O)CN1C(c2cc(OC)c(OC)c(OC)c2)Nc2ccc(C)cc2C1c1ccccc1 (centres undefined)	-10
COc1cccc(CN2CCN(C3CCCCCC3)CC2)c1OC	-9
CCOC(=O)c1c(NC(=O)C(CC)Sc2nc(C)cc(C)n2)sc2c1CCCC2 (centres undefined)	1
O=C(/C=C/c1ccc(-c2cccc([N+](=O)[O-])c2)o1)Nc1ccc(Cl)cc1	-25
CC(C)C(C(=O)O)N1C(=O)/C(=C\c2ccccn2)SC1=S (centres undefined)	1
COc1ccc(OC)c(/C=C/C(=O)Nc2ccc(OC)cc2OC)c1	-41
COc1ccc(S(=O)(=O)N(CCc2ccccc2)CC(=O)N2CCCC2)cc1	12
COc1ccc(Cl)cc1NC(=O)CN(CCc1ccccc1)S(=O)(=O)c1ccccc1	-10
O=C(NCc1ccco1)c1ccc(-c2ccc(Cl)cc2Cl)o1	12
CCOC(=O)C1=C(O)/C(=C/c2ccc(Br)cc2)SC1=Nc1ccc([N+](=O)[O-])cc1	8
CC1=C(C(=O)OC(C)C)C(c2ccc(Br)s2)NC(=O)N1C (centres undefined)	-1
CCc1cccc(C)c1NC(=O)CSc1nc2c(c(=O)n(C)c(=O)n2C)n1C	2
COc1ccc(C=NN2CCN(c3ccccn3)CC2)cc1OCc1ccccc1	-36
CCCn1c(C(O)c2ccc(OCc3ccccc3)c(OC)c2)nc2ccccc21 (centres undefined)	5
COc1cc(/C=N/NC(=O)COc2ccc(Cl)cc2Br)cc(Br)c1O	1

Part of the list above, as labelled records.
SMILES: COc1ccc(Cl)cc1NC(=O)CN(CCc1ccccc1)S(=O)(=O)c1ccccc1
- VHR inh color: -10

SMILES: O=C(NCc1ccco1)c1ccc(-c2ccc(Cl)cc2Cl)o1
- VHR inh color: 12

SMILES: CCOC(=O)C1=C(O)/C(=C/c2ccc(Br)cc2)SC1=Nc1ccc([N+](=O)[O-])cc1
- VHR inh color: 8

SMILES: CC1=C(C(=O)OC(C)C)C(c2ccc(Br)s2)NC(=O)N1C (centres undefined)
- VHR inh color: -1

The listing continues.
SMILES	VHR inh color
COc1cc(C(=O)NC(NC(=S)Nc2ccccc2Br)C(Cl)(Cl)Cl)cc(OC)c1OC (centres undefined)	-7
O=C(Nc1cccc(Cl)c1)c1cc2nc(-c3ccc4c(c3)OCO4)cc(C(F)(F)F)n2n1	-6
Cc1ccccc1NC(=O)C1CC(=O)N(c2ccccc2)C1 (centres undefined)	46
O=C1CC(N2CCN(c3ccccc3Cl)CC2)C(=O)N1c1cccc(Cl)c1 (centres undefined)	-11
Cc1cccc(N2C(=O)C(=O)/C(=C(\O)c3ccccc3)C2c2ccc(F)cc2)c1 (centres undefined)	-13
O=C(C1CN(S(=O)(=O)c2ccccc2)CCN1S(=O)(=O)c1ccccc1)N1CCCCC1 (centres undefined)	-101
O=C1NC(=S)N(c2cccc(Br)c2)C(=O)/C1=C/C=C/c1ccccc1	69*
Cc1ccccc1NC(=O)c1c(NC(=O)C(C)(C)C)sc2c1CCCCC2	0
OCc1ccc(-c2ccc(OC(F)(F)F)cc2)o1	7
CN1CCN(NC(=O)CN2C(=O)S/C(=C/c3ccccc3)C2=O)CC1	-38
CCC(C)NC(=O)c1ccc(CN2CCN(c3ccccc3)CC2)cc1 (centres undefined)	36
Cc1cc(OCC(=O)Nc2cccnc2)cc(C)c1Cl	1
O=C(NNC(=O)c1cccnc1)NC1CCCCC1	-5
C=CCN1C(=O)/C(=C\c2ccc(-c3ccc(Br)cc3)o2)C(=O)NC1=S	81
Cc1ccc(C(=O)Nc2sc3c(c2C#N)CCC(C)C3)cc1C (centres undefined)	-3
COc1ccccc1NC(=O)C1=C(C)NC(=S)NC1c1ccc([N+](=O)[O-])cc1 (centres undefined)	46
Clc1cccc(-n2ncnc2-c2ccc(Br)cc2)c1	13
CC(=O)N/C(=C\c1ccccc1)C(=O)NC(CC(C)C)C(=O)O (centres undefined)	2
COc1ccccc1-n1cnc2cc(NC(=O)c3ccc(C)cc3)ccc21	-15
CCOC(=O)c1ccc2c(c1)C1C=CCC1C(c1ccc(Cl)cc1)N2 (centres undefined)	9
Cc1ccc(-c2ccc(OCC(=O)Nc3ccccc3C(F)(F)F)cc2)cc1	-7
CCOc1ccccc1NC(=O)CN1C(=O)/C(=C\c2cc(OC)c(OC)c(OC)c2)SC1=S	-19
COc1cc(/C=C2\C(=O)NC(=O)N(c3ccc(C)c(C)c3)C2=O)cc(Cl)c1O	4
CCCC(C)NC(=O)Cc1ccccc1[N+](=O)[O-] (centres undefined)	-7
CCOc1ccc(S(=O)(=O)N2CCOCC2)cc1	-2
O=C(Nc1ccc(Cl)c(Cl)c1)c1cc(Br)ccc1Cl	-18
O=C1S/C(=C/c2ccc([N+](=O)[O-])cc2)C(=O)N1c1ccccc1	-3
O=C(NCCNc1ccc(Cl)cc1[N+](=O)[O-])C(c1ccccc1)c1ccccc1	4
COc1cccc(-c2nc3sc(C)c(C)c3c(=O)[nH]2)c1O	1
COc1cc(NC(=O)c2ccc(C)c([N+](=O)[O-])c2)ccc1NC(=O)c1ccco1	4
O=C(Nc1ccc2c(c1)ncn2-c1ccccc1)c1ccccc1	28
C=CCn1c(COc2ccc3ccccc3c2)nc2ccccc21	0
COc1ccc(-c2cc(-c3ccccc3)n[nH]2)c(O)c1	-19
O=[N+]([O-])c1ccc2c(c1)Cc1cc(N=Cc3ccccc3F)ccc1-2	-17
COc1ccc(NC(=O)COc2ccc(-c3ccccc3)cc2)c([N+](=O)[O-])c1	-7
COC(=O)c1c(C)oc2cc(Br)c(OC(=O)c3cccc([N+](=O)[O-])c3)cc12	0
CCOC(=O)c1c(NC(=O)c2cccs2)sc(C(=O)Nc2ccccc2C(F)(F)F)c1C	-6
COc1ccc(C(=O)N2CCN(Cc3cccc(OC)c3OC)CC2)cc1OC	-15
COc1ccc(N(CC(=O)N/N=C/c2ccc(OC3CSC3)cc2)S(=O)(=O)c2ccccc2)cc1	-2
O=[N+]([O-])c1cc(Cl)ccc1N1CCN(Cc2ccccc2)CC1	-16
COc1cc2c(cc1OC)C(C(Cl)(Cl)Cl)OC(=O)C2 (centres undefined)	9
O=C(Nc1ccccc1)/C(=C\c1ccccc1)NC(=O)c1ccccc1Br	0
O=[N+]([O-])c1ccc(N2CCN(S(=O)(=O)c3ccccc3)CC2)c(Cl)c1	-13
Cc1ccc(-c2ccccc2NC(=O)c2ccccc2)o1	-4
Fc1cnc(N2CCOCC2)nc1N1CCOCC1	-21
O=C(CNc1ccc(Cl)cc1)c1ccc(Br)cc1	10
O=C1NC(=O)N(c2ccccc2)C(=O)/C1=C\c1ccc(-c2ccccc2Cl)o1	-11
Cc1ccc(Cl)cc1N(Cc1ccc(C(=O)N2CCN(c3ccccc3)CC2)cc1)S(=O)(=O)c1ccccc1	-12
Cc1ccc(C)c(NC(=O)CSc2nnc(C)s2)c1	-2
COc1ccc(/C(O)=C2/C(=O)C(=O)N(c3ccccn3)C2c2cccnc2)cc1 (centres undefined)	18
COc1ccc(C2CC(C(F)(F)F)n3nc(C(=O)O)cc3N2)cc1OC (centres undefined)	-3
CCOc1ccc(N/C=C\C(=O)c2ccc3c(c2)OCO3)c([N+](=O)[O-])c1	-14
CC(C)N(Cc1ccccc1)C(=O)CCCOc1ccc(Cl)cc1Cl	21
O=C(Nc1nc2ccccc2[nH]1)C1CCCO1 (centres undefined)	-2
CCOC(=O)C1=C(C)N=c2s/c(=C\c3ccc(N(C)C)cc3)c(=O)n2C1c1ccc(OC)cc1 (centres undefined)	-14
Clc1ccccc1-c1nc(-c2cccnc2)no1	9
CCOc1ccccc1NC(=O)Cc1ccc(OC)cc1	30
CCc1c(C)sc(NC(=O)COc2ccccc2)c1C(N)=O	-19
O=C(NC1CCCC1)c1cc(-c2ccccc2Cl)nc2ccccc12	1
NC(=O)c1cc2n(n1)C(C(F)(F)F)CC(c1ccc(Cl)cc1)N2 (centres undefined)	-15

Continuation.
SMILES	VHR inh color
CCCc1c(O)nc(SCCN(C)C)[nH]c1=O	-21
O=C(COc1ccccc1[N+](=O)[O-])Nc1ccc2c(c1)Cc1ccccc1-2	-4
CCC1=NN2C(=N)/C(=C/c3ccc(OCc4ccccc4F)c(OC)c3)C(=O)N=C2S1	-4
CC(C)=C1C2CCC1C(C(=O)NCCC1=CCCCC1)C2C(=O)O (centres undefined)	-16
NC(=O)c1c(NC(=O)CCN2C(=O)c3ccccc3C2=O)sc2c1CCC2	-13
Cc1cc2oc(=O)cc(C)c2cc1NC(=O)COc1ccccc1	-22
O=C(O)c1ccc(N2C(=O)CC(N3CCN(c4cccc(Cl)c4)CC3)C2=O)cc1 (centres undefined)	-6
Cc1ccc(N2C(=O)CC(NCc3cccc(C(F)(F)F)c3)C2=O)cc1 (centres undefined)	-29
Cc1ccc(NC(=O)c2c(NC(=O)C(F)(F)F)sc3c2CCCCC3)c(C)c1	-29
O=C(Nc1cc(-c2ccc(F)cc2)[nH]n1)c1ccc(Br)cc1	-4

Five entries picked at random from the list so far, as already listed:
SMILES	VHR inh color
Cc1ccc(Cl)cc1NC(=O)c1ccccc1N(Cc1ccccc1)S(=O)(=O)c1ccccc1	-26
COc1ccc(OC)c(/C=C/C(=O)Nc2ccc(OC)cc2OC)c1	-41
CC(C)C(C(=O)O)N1C(=O)/C(=C\c2ccccn2)SC1=S (centres undefined)	1
COc1ccc(NC(=O)COc2ccc(-c3ccccc3)cc2)c([N+](=O)[O-])c1	-7
Cc1cccc(N2C(=O)C(=O)/C(=C(\O)c3ccccc3)C2c2ccc(F)cc2)c1 (centres undefined)	-13
